# Screening data from PubChem.
# IMPase cell inh: qHTS Assay for Identifying the Cell-Membrane Permeable IMPase Inhibitors | Inositol monophosphatase 1 (Rattus norvegicus), P97697 | CHO-M1 cells, IP1 accumulation, HTRF TR-FRET ratio | inhibition (IP1 accumulation), % at 46.1 µM | 120,000 tested, under 10 active | AID 901, 2007; active = well fitted curve in the direction sought with a large enough effect in the signal ratio, not every such curve was filed as active; inconclusive = small, poorly fitted or top-dose-only effect, or a change in a side signal; inactive = no such curve, though single readings can be large or run the other way; the % refers to the signal ratio;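 also: cells stimulated with carbachol in lithium chloride buffer; plate controls were DMSO basal wells for no effect and reference inhibitor wells for full effect; higher means more IMPase inhibition seen as more IP1 and lower FRET ratio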
# Target sequence (P97697 whole entry, looked up): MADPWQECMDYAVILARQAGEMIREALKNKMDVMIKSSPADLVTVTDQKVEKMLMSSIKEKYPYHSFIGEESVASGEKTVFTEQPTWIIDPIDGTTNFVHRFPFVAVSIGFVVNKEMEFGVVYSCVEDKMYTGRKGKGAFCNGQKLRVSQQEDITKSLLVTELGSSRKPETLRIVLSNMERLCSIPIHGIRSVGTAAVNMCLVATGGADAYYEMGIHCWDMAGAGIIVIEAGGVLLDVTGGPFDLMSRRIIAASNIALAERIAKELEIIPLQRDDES
#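 Carbachol-driven Gq signalling in CHO-M1 cells (2000/well) generates IP1. Compounds that block IMPase raise IP1 and so reduce the FRET signal from Eu-anti-IP1 and d2-IP1 after a 10 min room-temperature lysis.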
# 15-hLO-2 inh: qHTS Assay for Inhibitors of 15-hLO-2 (15-human lipoxygenase 2); Polyunsaturated fatty acid lipoxygenase ALOX15B (Homo sapiens), O15296; purified 15hLO-2, xylenol orange hydroperoxide absorbance; Potency, µM (titrated, usually from 57.1 µM), for inactives: top-dose activity change, negative = inhibition, hits mostly inhibitors; hit rate 0.56% among 110,000; also: potency is read from the fitted curve at half-maximal effect; nearly all actives have a fitted effect of over 60% in size; many of its hits are not listed in these tables
#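 Purified human 15hLO-2 (50 nM final) preincubated with compounds 15 min at room temperature in 25 mM Hepes pH 7.5, 0.01% Triton X-100, then 45 uM arachidonic acid added for 90 min; hydroperoxide detected via ferrous/xylenol orange, 573/405 nm absorbance ratio.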
# 12-hLO inh: qHTS Assay for Inhibitors of 12-hLO (12-human lipoxygenase); hit rate 0.12% among 150,000; AID 1452, 2008; Potency, µM (series often up to 57.1 µM), for inactives: at the top dose activity change, negative = inhibition, actives largely listed as inhibitors; purified 12-hLO, xylenol orange hydroperoxide absorbance; also: potency is read from the fitted curve at half-maximal effect; nearly all actives have a fitted effect of over 55% in size; many of its hits are not listed in these tables
# Target sequence (P18054 whole entry, looked up): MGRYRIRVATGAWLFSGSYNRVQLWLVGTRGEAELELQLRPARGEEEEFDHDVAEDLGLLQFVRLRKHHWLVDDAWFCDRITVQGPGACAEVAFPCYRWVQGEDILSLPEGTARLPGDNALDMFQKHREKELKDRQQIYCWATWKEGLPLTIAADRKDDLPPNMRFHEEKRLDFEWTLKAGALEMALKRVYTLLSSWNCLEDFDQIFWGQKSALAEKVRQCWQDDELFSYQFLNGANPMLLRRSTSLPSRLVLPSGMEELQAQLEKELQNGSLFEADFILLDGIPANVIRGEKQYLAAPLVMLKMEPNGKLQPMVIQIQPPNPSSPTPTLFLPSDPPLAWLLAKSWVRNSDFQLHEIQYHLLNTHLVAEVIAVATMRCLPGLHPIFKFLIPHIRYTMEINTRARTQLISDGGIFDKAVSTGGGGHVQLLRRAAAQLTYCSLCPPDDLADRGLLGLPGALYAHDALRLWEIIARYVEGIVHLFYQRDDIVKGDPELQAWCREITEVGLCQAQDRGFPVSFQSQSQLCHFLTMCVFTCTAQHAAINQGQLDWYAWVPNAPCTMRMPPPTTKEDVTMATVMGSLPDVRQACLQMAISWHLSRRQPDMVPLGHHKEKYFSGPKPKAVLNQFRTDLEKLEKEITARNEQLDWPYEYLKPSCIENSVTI
#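 Lipoxygenase turnover measured by absorbance at 573 and 405 nm after Fe-XO development. Human 12hLO 150 nM, arachidonate 40 uM, pH 7.0 Hepes buffer with detergent; 15 min compound preincubation, 30 min reaction.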
# PNC inhibitor: High Content Assay for Compounds that inhibit the Assembly of the Perinucleolar Compartment; AID 2417, 2010; PC3M PTB-GFP, PNC prevalence imaging, 16 h; stronger effect = lower value; hit rate 3.1% among 140,000; activity change (PNC), negative = inhibition, % at 10 µM;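 active = readout at or below -70, meaning at least 70% loss of cells showing the perinucleolar compartment, a nuclear body marking cancer cells; inconclusive = readout between -30 and a set limit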;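 also: plate controls were DMSO wells for no effect and camptothecin positive control wells for full effect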
#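 PC3M cells stably expressing PTB-GFP, 750–1000 cells/well, treated 16 h at 37 °C with compound (23 nl of library stock), in duplicate. After paraformaldehyde fixation and Hoechst stain, imaged at 20x; PNC prevalence scored by image analysis.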
# Starred values were filed as active, the others as inactive; ? = inconclusive; nt = no result given; [ ] = another dose, or the depositor's remark. Unless noted, calls follow the shape of the dose curve; as a rule, active = well fitted curve in the direction sought with a large enough effect; inconclusive = small, poorly fitted or top-dose-only effect, or another doubt; inactive = no such curve, though single readings can be large; an effect the other way counts as inactive or inconclusive. Unless noted, % is scaled to controls: 0 for no effect and ±100 for the full control effect. These rows are one share of the data, so the mix of outcomes need not match the whole.
# Value order: IMPase cell inh, 15-hLO-2 inh, 12-hLO inh, PNC inhibitor
CCOc1ccccc1NC(=O)c1c(Br)cnn1C
  nt, nt, -3%, 5
CN(Cc1cn(-c2ccccc2)nc1-c1ccc(F)cc1)C(=O)CCC(=O)O
  nt, nt, 0%, 59
O=C(Nc1ccc(-c2cn3ccsc3n2)cc1)C1CCCC1
  2, 2%, -11%, -3
Cc1cc(C)n(C(=O)CN2C(=O)COc3ccccc32)n1
  4, -5%, 7%, 9
Cn1c(CN2CCOCC2)nc2cc(NC(=O)c3ccccc3Cl)ccc21
  -2, 2%[2.29 µM], 2%, 23
CCOC(=O)CCC(NC(=O)CCC(=O)NC(CCC(=O)OCC)C(=O)OCC)C(=O)OCC (stereo unspecified)
  nt, nt, 0%, -134*
O=S(=O)(c1ccccc1)N1CCC[C@@]2(CCN(Cc3nccs3)C2)C1
  nt, 8%, -1%, nt
O=C(/C(=C/c1ccccc1)n1cncn1)c1ccc(Cl)cc1Cl
  nt, nt, -19%, -5
CCN1C(=O)/C(=C/c2ccc(N3CCCC3)cc2)NC1=S
  nt, nt, -27%, 25
Cc1ccc(C(C(=O)NC2CCCC2)N(C(=O)CNC(=O)c2cccs2)c2cccnc2)o1 (stereo unspecified)
  8, nt, 3%, 22
COc1ccc(C/C(O)=C(\C#N)c2nc3ccccc3[nH]2)cc1OC
  2, -1%, -3%, -26
CCOC(=O)c1c(C)sc2c1N(C(=O)CN(CC)CC)c1ccccc1S2
  13, nt, 3%, 18
COC(=O)c1ccc(CSc2nnc(-c3c[nH]c4ccccc34)n2-c2ccccc2)cc1
  1, nt, 5%, -2
C=CCn1c(SCC(=O)NC(=O)c2cccc([N+](=O)[O-])c2)nnc1-c1ccccc1
  nt, nt, -4%, -21
Cc1cc(C(=O)CSc2nc3ccccc3o2)c(C)n1C1CC1
  5, -14%, -8%, 47
CCCOc1ccc(CSc2ncn[nH]2)cc1
  0, 2%, -1%, 3
CC1(C)CCCN(C(=O)c2ccc3c(c2NCCO)C(=O)c2ccccc2C3=O)C1
  nt, nt, -1%, 17
Cc1nnc(N2C(=O)C(O)=C(C(=O)c3ccco3)C2c2ccc(F)cc2)s1 (stereo unspecified)
  ?, -15%, 15%, -13
COc1cc(C(=O)Nc2nc(-c3ccc(F)cc3)cs2)ccc1OCC(=O)N1CCOCC1
  nt, nt, 5%, ?
CCCCC(CC)CO (stereo unspecified)
  nt, 1%, 1%, nt
CNC(=O)NC(=O)CSc1ncc(C(F)(F)F)cc1Cl
  1, 2%, -8%, -11
CCCCC(c1nnnn1CC1CCCO1)N1CCN(c2cc(Cl)ccc2C)CC1 (stereo unspecified)
  19, 12%, 3%, 11
CCn1nnnc1SCC(=O)NCc1ccco1
  ?, 7%, -1%, ?
O=C(Nc1nc(-c2cccc3ccccc23)cs1)c1cnccn1
  nt, nt, 3%, 7
CCn1c(SCC(=O)N2CCN(c3ccccc3)CC2)nc2c(c1=O)SC(C)C2 (stereo unspecified)
  2, nt, 1%, -25
O=S(=O)(NCc1ccc(F)cc1)c1ccc2c(c1)OCCO2
  -3, -5%, 6%, 54
CCn1c(=O)c2cc(S(=O)(=O)NCc3ccccc3)ccc2n(CC)c1=O
  8, -2%, -1%, 25
Cc1ccc(N2C(=O)[C@@H]3[C@H](C2=O)[C@H]2C=C(C(=O)c4ccccc4)C=CN2[C@@H]3C(=O)c2ccc(Cl)cc2)cc1
  nt, nt, 0%, ?
COc1ccc2[nH]cc(CCNC(=O)C3CCCNC3=O)c2c1 (stereo unspecified)
  10, 4%, 0%, -12
CCOC(=O)c1cccc(NC(=O)CCNS(=O)(=O)c2ccc3c(c2)CCN3C(=O)CC)c1
  3, 6%, -9%, ?
Cc1ccc2c(c1)sc[n+]2Cc1ccccc1
  6, nt, -24%, 6
C=CCc1cccc(/C=N/NC(=O)CNc2cccc3ccccc23)c1O
  nt, nt, 6%, -84*
O=C(CSc1nnc(C2CC2)n1-c1ccccc1)NCc1ccco1
  -2, 1%, 0%, -22
COc1ccc(Nc2nc(C(F)(F)F)nc(C)c2C#N)cc1
  16, nt, 2%, 26
CS(=O)(=O)N1CCC(C(=O)c2cccc(Cl)c2)CC1
  2, 0%, -4%, -13
COc1cc2c(cc1OC)C1=C(C#N)CCC(=O)N1CC2
  0, nt, 1%, -100*
O=C1c2ccccc2C(=O)N1Cc1nc2ccccc2c(=O)n1CCCn1ccnc1
  3, 45%[activator], 2%, 3
CCCn1nnnc1SCC(=O)N(C(C)C)C(C)C
  -2, 0%, 3%, ?
C[n+]1ccccc1C1CCCC/C1=N\Nc1ccc([N+](=O)[O-])cc1[N+](=O)[O-] (stereo unspecified)
  10, nt, -2%, 15
COc1ccc(/C=N/n2cncn2)cc1COc1ccc(NC(C)=O)cc1
  1, 2%, 4%, -13
Cc1ccc(S(=O)(=O)/N=C(\c2ccc(Cl)cc2)N2CCOCC2)cc1
  2, -2%, -1%, 33
CCCCNC(=O)CSc1nc2ccc(NC(=O)CSc3nnc(N)s3)cc2s1
  4, nt, -4%, ?
CCn1cc(/C=C2\SC(=O)N(CC(=O)Nc3ccc4c(c3)OCO4)C2=O)c2ccccc21
  3, ?, -6%, -29
Cc1ccc(S(=O)(=O)N(C)CCCC(=O)Nc2cc(C)ccc2C)cc1
  nt, nt, -13%, ?
COC(=O)c1cc(NC(=S)NCc2ccc(Cl)cc2)cc(C(=O)OC)c1
  -4, nt, -29%, ?
O=C(Cn1nnc(-c2ccccc2)n1)N/N=C/c1cc([N+](=O)[O-])c(Cl)cc1Cl
  nt, nt, 0%, -21
CSC1=Nc2sc3c(c2C2=NCCN12)CCCC3
  27, 3%, -13%, 28
O=C(Nc1cccc2ccccc12)c1ccc([N+](=O)[O-])s1
  nt, nt, -1%, 50
O=C(N/N=C/c1cnc2ccccc2n1)c1cccc(F)c1
  nt, nt, 1%, 31
O=C(COc1ncnc2sccc12)N1CCN(S(=O)(=O)c2ccc(Cl)cc2)CC1
  -1, 2%, -6%, ?
CC(=O)Nc1sc(C)c(C)c1C(=O)OC1CCOC1=O (stereo unspecified)
  -2, -4%, 4%, ?
COCCN1C=C(C(=O)OC)C(c2ccc3c(c2)OCO3)C(C(=O)OC)=C1
  3, 0%, -6%, ?
CS(=O)(=O)c1ccc(Sc2nc3ccccc3[nH]2)c([N+](=O)[O-])c1
  6, 0%, -1%, ?
COCCN(C(=O)Cc1cccs1)C(C(=O)NCc1ccc(OC)cc1)c1ccc(C)cc1 (stereo unspecified)
  -3[1.84 µM], 3%[11.4 µM], -4%, 8
COC(=O)c1ccc(OC(=O)c2ccccn2)cc1
  6, -8%, 0%, -2
Cc1ccn2c(C(=O)N/N=C\c3ccc4c(c3)OCO4)c(C)nc2c1
  ?, nt, -27%, 82
O=C(C1=C(O)C(=O)N(CCN2CCOCC2)C1c1ccncc1)c1ccco1 (stereo unspecified)
  -18, -6%, -1%, 38
COCc1ccc2oc(C(=O)O)cc2c1
  -5, -16%, -10%, ?
Cc1cc(C)cc(NC(=O)CSCc2cnn(-c3ccccc3)c2-n2cccc2)c1
  -5, -11%, -6%, 8
CC1=C(C(=O)NCc2ccccc2)C(c2cc(Br)cc(Br)c2OC(C)C)NC(=O)N1 (stereo unspecified)
  nt, nt, -2%, ?

# Other entries.
# Value order: IMPase cell inh, 15-hLO-2 inh, 12-hLO inh, PNC inhibitor
CS(=O)(=O)N1CCC[C@@]2(CCN(Cc3ccccc3)C2)C1
  nt, -3%, -2%, nt
CCOc1ncccc1C(=O)NCCN1C(=O)S/C(=C/c2cccs2)C1=O
  nt, nt, 1%, -15
O=C(Cc1ccccc1)N/N=C/c1ccc([N+](=O)[O-])s1
  8, ?, -24%, 41
O[C@@H](C1=C/C(=C\c2ccncc2)c2ccccc21)c1ccncc1
  nt, -2%[11.4 µM], -1%[11.4 µM], nt
O=[N+]([O-])c1ccc(-c2csc(N3CCc4ccccc4C3)n2)cc1
  nt, nt, -1%, -7
Cc1coc2c(C)c3oc(=O)c4c(c3cc12)CCCC4
  5, -4%, -27%, 45
O=c1c2ccccc2nnn1CSc1nnc(-c2ccco2)o1
  2, 6%, -2%, -10
O=C(Nc1cnc2ccccn2c1=O)c1ccc(Cl)cc1
  3, nt, 0%, 52
Cc1cc(NC(=O)NC2(C(F)(F)F)Oc3ccc(Cl)cc3O2)no1 (stereo unspecified)
  3, nt, -14%, -4
Cn1nnc(-c2ccc(OCc3ccccc3F)cc2)n1
  5, 3%[2.29 µM], -3%, ?
CC(C)(C)C(=O)OCc1cn(-c2ccc(Cl)cc2)nn1
  5, 2%, -6%, 21
CCn1nnnc1SCC(=O)Nc1nc(-c2cccs2)cs1
  -3, nt, 8%, ?
CCOc1ccc(NC(=O)CSc2nnc(Cn3cnc([N+](=O)[O-])n3)n2C)cc1
  -8, nt, -5%, ?
CC(C)n1nc(C(=O)OCC(=O)N(C)C2CCS(=O)(=O)C2)c2ccccc2c1=O (stereo unspecified)
  -6, -4%, 0%, 18
COc1ccccc1/C=C/C(=O)OCC(=O)NCc1ccco1
  1, nt, 2%, -13
CCOC(=O)N1CCN(C(=O)CN2C(=O)COc3ccc(C)cc32)CC1
  11, 2%, -4%, -19
CCCC(=NCC(=O)O)C1=C(O)C(C(=O)OC)C(C)(C)CC1=O (stereo unspecified)
  0, 3%, -7%, 34
CN=C(C)C1=C(O)C(C(=O)OC)C(C)(C)CC1=O (stereo unspecified)
  3, -3%, -2%, ?
O=C(NCc1cccs1)c1cc(S(=O)(=O)N2CCCCC2)ccc1Cl
  0, nt, 4%, ?
Cc1onc(-c2c(Cl)cccc2Cl)c1C(=O)Nn1cnnc1
  3, -4%, 3%, -107*
Cc1cc(=O)c(C(=O)O)cn1Nc1ccc(F)cc1
  0, 2%, -18%, -2
COc1ccc(CN2CCN(C(=O)c3ccco3)CC2)cc1
  9, 2%, 0%, 26
COc1ccc(C(C)(C)C)cc1NC(=O)CCCn1c(=O)oc2ccccc21
  -1, nt, -4%, 33
N#Cc1cccc(Cn2nnc(-c3ccccc3)n2)c1
  8, -2%, -2%, 6
CCc1ccc(NC(=O)Cn2nc(C(F)(F)F)c3c2CCC3)cc1
  6, 3%, 2%, 76
CCn1c(C)nc2cc(C(=O)N=Nc3c(O)[nH]c4c(C)cc(C)cc34)ccc21
  nt, nt, 1%, 51
Cc1ccc(NC(=O)/C=C/C(=O)O)c([N+](=O)[O-])c1
  -8, nt, -1%, -22
Brc1cnc(N2CCCC2)nc1N1CCOCC1
  -9, -1%, -1%, ?
CCCCN(CC)S(=O)(=O)c1ccc(C(=O)N=c2sc3cc(NC(C)=O)ccc3n2C)cc1
  -29, nt, 2%, 34
O=C1N(c2ccc(Cl)c(Cl)c2)CN(Cc2ccccc2)CN1n1cnnc1
  0, 13%, 2%, 9
Cc1ccc(C2CC(=O)Nc3sc(C(N)=O)c(N)c32)cc1 (stereo unspecified)
  13, 0%, -24%, -5
CC(=O)OCC(=O)[C@@]1(O)CC[C@@H]2[C@H]3CCC4=CC(=O)CC[C@]4(C)[C@]3(F)[C@@H](O)C[C@@]21C
  5[20.6 µM], 3%[25.6 µM], 5%[25.6 µM], nt
COc1cccc(N2CCN(C3CC(=O)N(c4ccc(C)c(Cl)c4)C3=O)CC2)c1 (stereo unspecified)
  6, 1%, -5%, 1
CC(NC(=O)CC(c1ccccc1)c1cc(Cl)ccc1O)c1ccccc1 (stereo unspecified)
  nt, nt, -6%, 56
